Screens deposited in PubChem BioAssay by several laboratories.
TNAP inh hi DEA: blocks human TNAP under high phosphate acceptor concentration; AID 1135; inhibition, % at 20 µM; 200,000 tested, 0.03% active; purified TNAP, CDP-star luminescence, 1 M DEA; P05186;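 active means over 50% inhibition of tissue-nonspecific alkaline phosphatase at 20 µM in the single-dose screen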;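 further: plate controls were DMSO wells for no effect and EDTA-quenched wells as full inhibition for full effect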
Target sequence (P05186 whole entry, looked up): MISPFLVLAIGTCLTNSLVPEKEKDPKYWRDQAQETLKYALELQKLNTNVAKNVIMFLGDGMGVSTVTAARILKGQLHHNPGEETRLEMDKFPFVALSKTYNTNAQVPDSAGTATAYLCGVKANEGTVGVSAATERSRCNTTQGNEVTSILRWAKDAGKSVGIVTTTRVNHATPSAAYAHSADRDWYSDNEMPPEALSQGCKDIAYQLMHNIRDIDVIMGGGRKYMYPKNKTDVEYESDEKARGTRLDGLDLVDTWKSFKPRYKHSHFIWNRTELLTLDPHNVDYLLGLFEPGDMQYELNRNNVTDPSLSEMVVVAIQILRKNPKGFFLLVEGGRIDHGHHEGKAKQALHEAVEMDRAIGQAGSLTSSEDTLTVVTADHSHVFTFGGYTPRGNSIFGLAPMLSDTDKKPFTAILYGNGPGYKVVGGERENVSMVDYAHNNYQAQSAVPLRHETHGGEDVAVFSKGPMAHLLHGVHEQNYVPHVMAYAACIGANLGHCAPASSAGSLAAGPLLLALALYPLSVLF
APP transl inh: APP translation inhibition; SH-SY5Y APP 5'UTR-luciferase reporter, luminescence; inhibition, % at 2 µM; 190,000 tested, 0.82% active; AID 1285;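 active means inhibition above a set limit, derived from the sample mean plus 3 SD, cut at about 45% in these data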; further: values of inactives mirror those of a sister screen read the other way
FLuc inh counter: inhibits firefly luciferase, flagging false hits in luciferase inhibition screens | P08659 | ATPLite firefly luciferase biochemical luminescence, 10 min | inhibition, % at 10 µM | 200,000 tested, 1.5% active | AID 1006;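 active means inhibition above about 50% when tested at 10 µM, limit read from the data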
Target sequence (P08659 whole entry, looked up): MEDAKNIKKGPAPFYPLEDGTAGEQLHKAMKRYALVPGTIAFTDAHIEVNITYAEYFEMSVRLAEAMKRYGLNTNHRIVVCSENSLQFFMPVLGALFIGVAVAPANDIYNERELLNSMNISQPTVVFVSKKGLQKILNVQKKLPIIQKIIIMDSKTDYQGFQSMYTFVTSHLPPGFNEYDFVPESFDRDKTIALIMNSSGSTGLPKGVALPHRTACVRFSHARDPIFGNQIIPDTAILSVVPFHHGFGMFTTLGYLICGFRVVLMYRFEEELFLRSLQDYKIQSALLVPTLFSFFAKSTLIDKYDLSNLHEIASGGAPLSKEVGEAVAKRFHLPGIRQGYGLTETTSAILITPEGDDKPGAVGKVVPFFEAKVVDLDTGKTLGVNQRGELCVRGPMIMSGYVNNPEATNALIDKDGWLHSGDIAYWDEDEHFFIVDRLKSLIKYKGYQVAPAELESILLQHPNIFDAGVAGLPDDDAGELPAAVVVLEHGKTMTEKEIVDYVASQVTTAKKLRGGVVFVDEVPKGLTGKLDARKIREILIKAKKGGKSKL
L major viab: Leishmania major promastigote growth inhibition; Leishmania major promastigotes, resazurin fluorescence viability; inhibition, % at 10 µM; 200,000 tested, 9% active; AID 1063; in the data active means inhibition above about 50%;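 further: promastigotes grown with compound for 44 hours at 28 °C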
RAM network inh: inhibitors of the yeast RAM network; inhibition, % at 50 µM; S. cerevisiae dse1pr::URA3 reporter, 5-FOA growth OD615, 2 d; analog-sensitive cbk1-as2 kinase mutant strain; 190,000 tested, 1.8% active;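 active means inhibition above a set limit, 3 SD over mean compound inhibition, cut at about 8.4% in these data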;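 further: 0% = DMSO-only wells with no growth and 100% = 10 µM 1-NA-PP1 full growth; inhibition rescues growth on 5-FOA so higher OD means more RAM inhibition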
bIAP activator: increases bovine intestinal alkaline phosphatase activity; purified bovine IAP, CDP-star luminescence, 30 min; active compounds read high; fold of DMSO-control signal, blank-subtracted; activation factor at 20 µM; 200,000 tested, 0.17% active;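 active means activation factor of 2 or more at 20 µM, a signal rise over negative controls twice the positive control's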
TNAP inh noacc: TNAP (human) inhibition, acceptor-free conditions; P05186; purified TNAP, CDP-star luminescence, 30 min; inhibition, % at 20 µM; 200,000 tested, 0.26% active; AID 1012;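 active means tissue-nonspecific alkaline phosphatase inhibition above about 50% at 20 µM in the single-dose screen, limit read from the data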;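 further: 0% = DMSO negative control and 100% = EDTA positive control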
bIAP inh: intestinal alkaline phosphatase (bovine) inhibition; 190,000 tested, under 10 active; inhibition, % at 20 µM; purified bovine IAP, CDP-star luminescence, 30 min;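 active means over 50% inhibition of intestinal alkaline phosphatase at 20 µM in the single-dose screen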
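Assay system: bovine IAP enzyme; medium: DEA buffer 100 mM, pH 9.8, with MgCl2 1.0 mM, ZnCl2 0.02 mM; doses: 20 µM single dose; incubation: enzyme reaction for 30 min at room temperature; detection: CDP-star luminescence signal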
TNAP act hiacc: TNAP (human) activation, high acceptor. P05186. activation factor at 20 µM. purified TNAP, CDP-star luminescence, 1 M DEA, 30 min; active compounds read high; 0 = EDTA background, 1 = DMSO-only activity. 200,000 tested, under 10 active;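 active means activation factor at least 2 at 20 µM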
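Dosing: 20 µM single point. System: human TNAP. Amount: TNAP 1/800 final. Incubation: 30 min, room temperature. Read-out: TNAP activation factor scaled between EDTA and DMSO control wells. Signal: luminescence from CDP-star hydrolysis. Medium: 1 M DEA, pH 9.8, Mg2+, Zn2+. Control set: EDTA negative control, DMSO positive control.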
FLuc stim CS: firefly luciferase counter-screen for stimulation assays. ATPlite luciferase biochemical, luminescence, 10 min; 0 = ATP-free wells, 1 = DMSO control. activation factor at 10 µM. 200,000 tested, under 10 active. P08659;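 active means luciferase activation factor, scaled between plate controls, of at least 2 with compound at 10 µM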
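test system = cell-free luciferase reagent | medium = PBS as buffer for the ATP substrate | dosing = test compounds dosed from 2 mM stocks in 100% DMSO | incubation = 10 min at ambient temperature | detection = luminescence measurement of luciferase light output | benchmarks = low control with PBS replacing ATP, high control enzyme plus ATP without compound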
* hit, by the source's call; nt = no result given.

The line under a structure holds: TNAP inh hi DEA	APP transl inh	FLuc inh counter	L major viab	RAM network inh	bIAP activator	TNAP inh noacc	bIAP inh	TNAP act hiacc	FLuc stim CS
- CCCCCCC1CC(/C(C)=N\NC(N)=O)OC1=O (stereo not given)
  -2.3	12.3	-6.7	-8.5	3.0	1	-8.5	-3.1	1	1.1
- CN1C(=S)SC(C)(C)C1/[N+]([O-])=C/c1cccnc1 (stereo not given)
  0.7	2.2	-2.4	-2.1	2.7	0.9	-4.0	10.9	1	1
- O=C(/C=C/c1cccs1)Nc1scc(-c2ccccc2)c1C(=O)O
  4.4	-120.1	80.7*	5.3	0.7	0.9	1.9	5.5	1	0.2
- O=C(NCc1ccc2c(c1)OCO2)C1CC(=O)N(C2CCCCCCC2)C1 (stereo not given)
  -2.2	-1.1	-4.5	-2.8	-0.4	1	-5.0	-2.4	1	1
- Cc1ccc(Cn2c(Sc3nnc(C)s3)nc3c2c(=O)[nH]c(=O)n3C)cc1
  -4.5	-9.3	-1.8	-3.2	0.9	1.1	-18.4	-7.4	1	1
- Cc1cccc(NS(=O)(=O)Cc2ccccc2)n1
  -1.8	75.3*	-5.8	-10.3	0.7	1	-7.9	2.6	1	1.1
- C/C(=N\NC(N)=O)C1CC(CC(C)C)C(=O)O1 (stereo not given)
  -7.2	-14.0	-7.2	-3.8	1.9	1	-18.4	-1.2	1.1	1.1
- Cc1sc(N/N=C/c2ccco2)nc1-c1ccccc1
  1.7	-14.5	-2.8	1.0	1.7	1	-3.3	-4.7	1	1
- COc1cc(C)nn1-c1ccc(Cl)cc1
  1.8	10.5	0.4	6.1	-1.4	1	-7.4	4.6	1	1
- Cn1c(SCc2nc3cc(C(=O)O)ccc3c(=O)[nH]2)nnc1C(F)(F)F
  -1.8	-21.5	-7.4	-8.5	3.1	1.1	-1.7	-12.1	1	1.1
- CCC1CCCCN1CCCNC(=O)CNC(=O)Cn1ccc2ccccc2c1=O (stereo not given)
  -8.6	-29.6	-5.0	-4.8	0.9	1	-16.6	-4.9	1.1	1.1
- O=C1c2ccccc2C(=O)N1CSc1ncccn1
  -8.9	1.5	0.7	-5.1	3.2	0.7	-21.7	28.9	1.1	1
- CC1(C)CC(=O)C(C2C3=C(CC(C)(C)CC3=O)Oc3ccccc32)=C(O)C1 (stereo not given)
  1.4	5.8	2.3	6.2	-1.1	1	-9.2	-1.8	1	1
- Cc1ccc(NC(=O)NCCN2C(=O)C3C4C=CC(C4)C3C2=O)cc1 (stereo not given)
  -14.3	nt	12.0	-2.1	1.5	1	-1.5	-3.7	1.1	0.9
- CCOC(=O)COn1c(=O)c(-c2cccs2)[n+]([O-])c2ccccc21
  -0.6	-7.2	-0.4	-4.2	0.0	1	-8.2	0.4	1	1
- CC1(C)Cc2c(sc3ncn(N)c(=N)c23)CO1
  -5.0	-0.3	-5.1	-5.6	2.0	0.9	-15.0	9.8	1.1	1.1
- C#CCn1c(S(=O)(=O)Cc2ccc(OC)cc2)nc(-c2ccccc2)c1-c1ccccc1
  -8.2	-3.9	-2.2	35.8	4.2	0.9	-11.4	7.0	1.1	1
- Cc1cc(Cl)ccc1OCCCC(=O)NC1CCN(C)CC1
  -6.8	-27.4	0.8	-2.6	1.1	1	-9.2	1.3	1.1	1
- COc1ccc(C(C)=O)cc1CSc1nc2ccccc2c(=O)n1-c1ccccc1
  -2.2	6.8	-3.2	0.5	1.9	1	-11.7	4.4	1	1
- Cc1ccc(-n2c(=O)c(C#N)cc3c(=O)n4ccccc4nc32)cc1C
  -3.2	-7.7	-6.8	2.6	4.2	1	-17.1	4.5	1	1.1
- C=CCn1c(SCC(=O)N2CCOCC2)nc(O)cc1=O
  -1.7	-7.4	-0.7	4.8	-0.1	1	-10.2	-3.4	1	1
- CC(C)(C)NC(=O)C(Cc1ccccc1)NS(=O)(=O)c1cccc2nsnc12 (stereo not given)
  -3.5	-14.2	-5.0	3.4	3.1	0.9	-12.8	8.4	1	1.1
- CCOC(=O)c1c(C)c(C(=O)Nc2cc(F)ccc2F)c(C)n1C
  -0.1	-5.0	-4.0	-1.4	2.9	0.8	-17.2	15.4	1	1
- CCOc1cccc2sc(N(CCCN(C)C)C(=O)Cc3ccccc3)nc12
  -4.0	-6.7	-0.9	36.1	0.2	1.2	-4.7	-22.9	1	1
- NC(=O)CSc1ncnc2c1nnn2Cc1ccc(F)cc1
  2.5	1.1	0.5	8.5	0.5	1	-3.0	-2.3	1	1
- CC(=Nc1ccc(C)c(C)c1)C1=C(O)CCC1=O
  -6.0	-13.5	1.6	-1.0	-0.5	1	-9.0	-3.7	1.1	1
- Cc1cc2c(=O)n(NC(N)=O)c(C)nc2s1
  -3.4	-5.1	-3.0	-0.1	0.5	1	-8.7	-0.5	1	1
- O=C(Nc1ccc(N2CCOCC2)c([N+](=O)[O-])c1)c1ccco1
  0.5	-30.3	12.2	-3.5	0.6	0.9	-1.3	9.5	1	0.9
- Cc1cc2cc(CNC(=S)NC3CCCCC3)ccc2[nH]1
  -0.9	-10.8	-5.2	0.4	6.2	0.8	-14.7	17.6	1	1.1
- O=C(CN1CCN(Cc2ccccc2)CC1)Nc1ccc(S(=O)(=O)N2CCOCC2)cc1
  2.4	-13.6	-2.8	-4.8	-1.2	0.9	-11.9	5.8	1	1
- CCOC(=O)N1CCN(C(=O)C2CCCN(Cc3nc(-c4ccc(Cl)cc4)oc3C)C2)CC1 (stereo not given)
  -5.7	6.6	-5.0	1.9	-0.1	1	-4.2	-3.9	1.1	1.1
- Cc1cccc(/C=C\c2nc3ccccc3c(=O)[nH]2)c1
  -1.9	-157.7	72.8*	6.2	11.5*	0.9	-3.5	12.9	1	0.3
- CN(C)c1cccc(C(=O)NCc2ccc(Cl)cc2)c1
  -0.8	-5.8	-2.7	27.4	1.4	1	-8.0	2.7	1	1
- CC1(C)CC(=O)C(=Cc2cn(CCC#N)nc2-c2ccc(F)cc2)C(=O)C1
  -0.8	20.9	-5.2	1.0	-0.1	1.1	8.0	-5.2	1	1.1
- C=CCN(c1ccccc1Cl)S(=O)(=O)c1cccc(C(=O)OCC(=O)N(C)C2CCS(=O)(=O)C2)c1 (stereo not given)
  -0.4	-0.1	-6.1	-1.5	1.4	1.2	0.0	-22.5	1	1.1
- COCc1nnc(NC(=O)c2ccc(NC(C)=O)cc2)s1
  0.3	11.9	-6.2	-3.8	2.9	0.8	-10.1	20.5	1	1.1
- CCC(=O)n1nc(NCc2ccc(OC)c(OC)c2)nc1NCc1ccc(OC)c(OC)c1
  -3.7	4.0	-6.7	-3.4	6.6	1.1	-6.6	-10.6	1	1.1
- CCc1nnc(NC(=O)CCCSc2nc3ccccc3[nH]2)s1
  -4.4	-10.1	-6.3	12.7	0.1	1.2	-8.0	-17.1	1	1.1
- C#CC[N+]1(CC#Cc2cccc3ccccc23)CCOCC1
  -7.7	-12.8	-4.1	-9.2	1.7	1	-11.2	0.3	1.1	1
- CCN1CCN(c2cc(C)c3cc(NC(=O)c4ccc(OC)c(OC)c4)ccc3n2)CC1
  -4.6	3.3	2.8	55.2*	0.2	1	-11.9	0.2	1	1
- O=C(CN1C(=O)C2(OCCO2)c2ccccc21)c1ccc(Cl)cc1
  -3.5	1.8	-1.2	4.6	2.1	1	-7.2	2.3	1	1
- O=C(OC1Cn2c(=O)ccc(=O)n2C1)c1ccccc1
  -3.9	-16.9	1.5	-3.5	3.0	1.1	-6.8	-13.3	1	1
- COc1ccc(NC(=O)Cc2c[nH]c3ccccc23)cc1S(=O)(=O)N1CCCCC1
  -9.4	4.7	-6.4	1.2	8.1	0.9	-12.4	13.1	1.1	1.1
- Cc1ccc(CN2C(=O)CCC2C(=O)N2CCN(c3ccc(F)cc3)CC2)cc1 (stereo not given)
  -4.9	2.0	-4.3	-2.7	1.0	1	-8.2	-2.5	1	1
- COc1ccc(N(Cc2ccccc2)C(=O)CSc2nnc(Cn3nnc4ccccc43)o2)cc1
  -3.8	-6.7	-8.3	18.0	5.0	0.9	3.2	5.5	1	1.1

2 compounds drawn at random from those above, as already listed:
The line under a structure holds: TNAP inh hi DEA	APP transl inh	FLuc inh counter	L major viab	RAM network inh	bIAP activator	TNAP inh noacc	bIAP inh	TNAP act hiacc	FLuc stim CS
- C=CCN(c1ccccc1Cl)S(=O)(=O)c1cccc(C(=O)OCC(=O)N(C)C2CCS(=O)(=O)C2)c1 (stereo not given)
  -0.4	-0.1	-6.1	-1.5	1.4	1.2	0.0	-22.5	1	1.1
- CCC(=O)n1nc(NCc2ccc(OC)c(OC)c2)nc1NCc1ccc(OC)c(OC)c1
  -3.7	4.0	-6.7	-3.4	6.6	1.1	-6.6	-10.6	1	1.1

(cont.)
The line under a structure holds: TNAP inh hi DEA	APP transl inh	FLuc inh counter	L major viab	RAM network inh	bIAP activator	TNAP inh noacc	bIAP inh	TNAP act hiacc	FLuc stim CS
- COc1cccc(C2c3c(oc4ccc(Cl)cc4c3=O)C(=O)N2c2cc(C)on2)c1OC (stereo not given)
  -7.2	-2.7	-9.7	-6.8	1.3	1.1	-2.1	-6.1	1.1	1.1
- CC(=O)N1CCN(CC(=O)O)CC1
  -1.9	23.3	0.1	-5.0	1.2	1	-7.4	4.5	1	1
- O=C(Cc1c[nH]c2ccccc12)N/N=C/c1ccc(F)cc1
  -2.2	12.9	-3.4	8.3	2.6	0.6	-0.5	40.4	1	1
- CCOC(=O)N1CCN(C(=O)c2cn(CCOC)c(=O)c3c2c2ccccc2n3C)CC1
  -6.2	-2.1	-6.0	-6.3	2.6	1	-13.9	-1.7	1.1	1.1
- COc1ccc2[nH]c(=O)c(CN(CCN3CCCC3)C(=O)Nc3ccccc3Cl)cc2c1
  -5.1	nt	-0.8	nt	0.7	1.1	-6.9	-6.0	1.1	1
- Cc1cccnc1-n1c(CCN2C(=O)c3ccccc3C2=O)nc2ccccc2c1=O
  -7.0	-8.3	-2.7	-7.6	-0.9	1.1	-11.5	-9.1	1.1	1
- Cc1nc2ccccc2nc1N1CCOCC1
  -4.0	1.4	-2.8	-1.3	0.7	1	-7.5	2.7	1	1
- O=C(CSc1nc(Cc2ccccc2)nc2ccccc12)Nc1ccc2c(c1)OCCO2
  -5.7	-0.7	-6.4	10.3	6.9	0.7	-17.3	26.3	1.1	1.1
- Cn1cccc1/C=N/NC(=O)c1ccco1
  -2.9	-14.8	16.2	0.0	1.3	0.9	-10.0	7.9	1	0.8
- Cn1cnnc1SCC(=O)Nc1sc2c(c1C#N)CCCCC2
  6.6	-2.4	7.4	9.0	0.2	1	-1.5	3.2	0.9	0.9
- COc1ccc(NC(=O)C(c2ccc(OC)cc2)N(Cc2ccco2)C(=O)CC2NC(=O)NC2=O)cc1 (stereo not given)
  -1.2	-14.5	-4.2	-9.6	3.0	1.1	-5.7	-11.0	1	1
- CC(=O)Nc1ccc(C(=O)N(C)C(C(=O)Nc2ccc(C)cc2)c2ccccn2)cc1 (stereo not given)
  -6.7	0.2	-10.0	-3.4	0.3	1	0.6	-2.9	1.1	1.1
- Cc1ccc(-n2nnc(-c3cccnc3Cl)n2)cc1
  -4.8	-203.8	72.3*	-4.8	1.3	0.9	-6.9	5.1	1	0.3
